# From PubChem BioAssay
# Tb PYK inh – T. brucei pyruvate kinase inhibition; TbPYK enzyme, Kinase-Glo Plus ATP luminescence, 45 min; Potency, µM (doses to about 76.8 µM), without a hit: at the top dose activity, negative = inhibition, hits mostly inhibitors; actives 0.12% (n = 410,000); AID 624173; also: potency is read from the fitted curve at half-maximal effect; nearly all actives have a fitted effect of over 50% in size
#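 Activity of T. brucei pyruvate kinase was followed by Kinase-Glo Plus luminescence after the enzyme reacted 45 min at room temperature with 130 uM ADP (final) and substrate. Test compounds were added before ADP at multiple concentrations.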
# AmpC no deterg – inhibitors of E. coli AmpC beta-lactamase without detergent; Potency, µM (titrated, usually from 57.1 µM), for inactives: at the highest dose activity change, negative = inhibition, most hits filed as inhibitors; actives 0.52% (n = 330,000); AmpC nitrocefin hydrolysis, absorbance 480 nm, 0.0001% Triton; P00811;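 also: potency is read from the fitted curve at half-maximal effect; plate controls were no compound for no effect and no enzyme for full effect; nearly all actives have a fitted effect of over 20% in size; some results filed as inactive show a strong effect at the top dose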
# Target sequence (P00811 whole entry, looked up): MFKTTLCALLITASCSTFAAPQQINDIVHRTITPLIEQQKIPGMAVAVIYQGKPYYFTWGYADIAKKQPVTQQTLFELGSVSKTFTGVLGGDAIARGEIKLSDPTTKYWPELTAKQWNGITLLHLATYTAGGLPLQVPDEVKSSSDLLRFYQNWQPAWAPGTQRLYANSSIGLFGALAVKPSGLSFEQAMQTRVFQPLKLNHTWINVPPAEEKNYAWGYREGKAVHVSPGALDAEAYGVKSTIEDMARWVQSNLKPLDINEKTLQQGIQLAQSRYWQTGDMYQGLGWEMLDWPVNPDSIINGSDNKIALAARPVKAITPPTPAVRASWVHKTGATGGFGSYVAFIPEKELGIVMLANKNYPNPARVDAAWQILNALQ
#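 AmpC (5.3 nM in the dispensed reagent) in 20 mM phosphate pH 7.0 with 0.01% (detergent screen) or 0.0001% Triton X-100 was preincubated with compounds for 15 min at room temperature. Nitrocefin was then added from an 800 uM solution, and hydrolysis was followed at 480 nm.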
# LmPK inhibitor – blocks Leishmania mexicana pyruvate kinase activity; Potency, µM (top dose mostly 57.5 µM), inactives show at the highest dose activity change, negative = inhibition, most hits filed as inhibitors; AID 1721; purified LmPK, Kinase-Glo ATP luminescence, 1 h; actives 0.37% (n = 290,000); also: potency is read from the fitted curve at half-maximal effect
# Target sequence (Q27686 whole entry, looked up): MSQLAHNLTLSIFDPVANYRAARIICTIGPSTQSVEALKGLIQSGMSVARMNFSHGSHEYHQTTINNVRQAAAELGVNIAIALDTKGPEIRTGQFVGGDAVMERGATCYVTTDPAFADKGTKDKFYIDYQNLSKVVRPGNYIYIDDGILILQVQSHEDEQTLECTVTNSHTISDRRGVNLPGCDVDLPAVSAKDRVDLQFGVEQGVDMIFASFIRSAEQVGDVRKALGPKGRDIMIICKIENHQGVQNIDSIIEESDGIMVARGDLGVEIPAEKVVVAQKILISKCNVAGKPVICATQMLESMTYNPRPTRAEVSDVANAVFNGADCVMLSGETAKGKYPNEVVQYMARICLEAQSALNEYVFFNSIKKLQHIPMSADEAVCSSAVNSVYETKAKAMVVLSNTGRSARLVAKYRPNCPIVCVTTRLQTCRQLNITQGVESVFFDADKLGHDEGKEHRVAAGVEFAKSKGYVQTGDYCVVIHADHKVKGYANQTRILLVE
#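 0.1 nM LmPK, 0.5 mM PEP, 0.1 mM ADP; 50 mM imidazole pH 7.2, 7 mM MgCl2, 50 mM KCl; 1 h RT. Kinase-Glo luminescence readout, normalized to no-enzyme (full inhibition) and uninhibited wells.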
# HCV inh – inhibitors of hepatitis C virus infection; Huh7.5.1 HCVcc-Cre infection, luciferase reporter, 44 h; Potency, µM (series often up to 41.8 µM), for the others: at the highest dose activity change, negative = inhibition, usual class: inhibitors; actives 3.4% (n = 340,000); also: potency is read from the fitted curve at half-maximal effect
#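 HCVcc-Cre virus at an moi near 0.5 was added right after compound to cells cultured 4 h from seeding (1,000 cells/well). Luciferase activity was determined 44 h later, 15 min after substrate addition at RT.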
# HCMV inh – blocks human cytomegalovirus replication; HFF cells, HCMV-luciferase reporter, 72 h; stronger effect = lower value; activity change, negative = inhibition, % at 57.5 µM; actives 4.5% (n = 410,000); in the data active = activity change below about -60%; inconclusive = no clear call, values can overlap the other calls; inactive = above about -39%
#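 Cell-based, HFFs, 1000 cells/well, 16 h 37C; cpds in DMSO + HCMV-luc, MOI 1 PFU/cell; 72 h 37C; OneGlo luminescence after 5 min RT; norm. to buffer vs Salinomycin 10uM.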
# AMA1-RON2 inh – AMA1-RON2 (P. falciparum) interaction inhibition; AlphaScreen AMA1-biotinylated RON2 peptide binding; actives 0.2% (n = 360,000); AID 720542; Potency, µM (top dose mostly 58.2 µM), for inactives: at the highest dose activity change, negative = inhibition, hits mostly inhibitors;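 also: potency is read from the fitted curve at half-maximal effect; 0% = vehicle wells and -100% = peptide control; nearly all actives have a fitted effect of over 45% in size; some results filed as inactive show a strong effect at the top dose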
#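 AMA1 (3D7) with his tag at 25 nM final met compounds first, then biotinylated RON2 peptide at 25 nM; detection used donor plus acceptor beads, 10 µg/mL apiece, read by AlphaScreen after 30 min at room temperature.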
# AmpC inh detg – blocks E. coli AmpC beta-lactamase in detergent assay. P00811. AmpC hydrolysis of nitrocefin, absorbance 480 nm, 0.01% Triton. Potency, µM (titrated, usually from 114 µM), for the others: at the highest dose activity change, negative = inhibition, most hits filed as inhibitors. actives 0.041% (n = 370,000). AID 485294;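 also: potency is read from the fitted curve at half-maximal effect; 0% = no-compound wells and -100% = no-enzyme wells; nearly all actives have a fitted effect of over 25% in size; some results filed as inactive show a strong effect at the top dose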
#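 20 mM phosphate pH 7.0 + 0.01% (detergent screen) or 0.0001% Triton X-100; 5.3 nM AmpC reagent; cpd preinc 15 min RT; nitrocefin (800 uM stock) to start; A480 q20 s × 4 min; Activity was normalised to no-enzyme and no-compound control wells.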
# An asterisk follows results filed as active; ? = inconclusive; nt = no result given; & = joins results of further samples; [ ] = remark or other dose. Unless noted, calls follow the shape of the dose curve; as a rule, active = well fitted curve in the direction sought with a large enough effect; inconclusive = small, poorly fitted or top-dose-only effect, or another doubt; inactive = no such curve, though single readings can be large; an effect the other way counts as inactive or inconclusive. Unless noted, % is scaled to controls: 0 for no effect and ±100 for the full control effect.
cpd	Molecule	Tb PYK inh	AmpC no deterg	LmPK inhibitor	HCV inh
1	COC(=O)c1c(S(N)(=O)=O)c2ccccc2n1C	-9%	-14%	5%	-1%
2	CC(C)(C)NC(=O)CN(C(=O)c1csnn1)c1cccc2c1CCCC2	-9%	0%	4%	-1%
3	CCOc1nc(N2CCOCC2)nc(N2CCOCC2)n1	1%	-14%	-1%	?
4	Cc1cc(NC(=O)/C=C/c2ccccc2Cl)no1	1%	-17%	-2%	18%
5	Cc1cccc(-c2noc(CCC(=O)NCC3CCCO3)n2)c1 (configuration not stated)	1%	0%	-5%	-2%
6	CC1CCCC(C)N1C(=O)CSc1nnc(COc2cccc3cccnc23)o1 (configuration not stated)	-2%	-15%	7%	-2%
7	O=C(CNC(=O)c1ccco1)OCc1cccc(Cl)c1	-5%	-13%	-1%	7%
8	O=[N+]([O-])c1cc([N+](=O)[O-])c(Oc2cccc3c2CCCC3)cc1NN1CCCCC1	3%	nt	nt	39%[activator]

cpd	HCMV inh	AMA1-RON2 inh	AmpC inh detg
1	31	5%	-17%
2	27	1%	0%
3	40	7%	6%
4	40	1%	1%
5	-17	-2%	?
6	-15	-7%	1%
7	51	16%	?
8	-16	49%[activator]	nt

# Carrying on:
cpd	Molecule	Tb PYK inh	AmpC no deterg	LmPK inhibitor	HCV inh
9	O=C(NCc1ccc(F)cc1)c1cccc(NC2=NC3CS(=O)(=O)CC3S2)c1 (configuration not stated)	-2%	-9%	1%	20%
10	CC(C)(C)NC(=O)CSc1ncnc2c1nnn2Cc1ccccc1Cl	0%	19%	4%	?
11	CC(C)(C)c1ccc(C(=O)NCCCn2ccnc2)cc1	-11%	11%	-3%	0%
12	NCCc1nnc(SCc2ccccc2F)o1	-7%	1%	-4%	3%
13	Cc1ccccc1NC(=O)Cc1ccccc1	0%	-10%	0%	31%[activator]
14	CCn1c(SCC(=O)c2ccc([N+](=O)[O-])cc2)nnc1-c1ccc(Cl)cc1	-7%	nt	nt	nt
15	CC(CC(=O)Nc1cccc(S(=O)(=O)N2CCCCC2)c1)c1ccccc1 (configuration not stated)	1%	-18%	nt	?
16	COc1c(Br)cc([N+](=O)[O-])c(OC)c1C(=O)NC(=O)Nc1c(Cl)cccc1Cl	-4%	-50%	4%	1%

cpd	HCMV inh	AMA1-RON2 inh	AmpC inh detg
9	49	7%	-1%
10	32	-9%	1%
11	2	3%	-9%
12	-17	1%	-6%
13	-18	19%	-13%
14	-1	nt	1%
15	24	-6%	6%
16	9	-7%	5%

# (next part)
cpd	Molecule	Tb PYK inh	AmpC no deterg	LmPK inhibitor	HCV inh
17	Cc1cccc(NC(=O)C2Cc3ccccc3O/C2=N\O)c1 (configuration not stated)	-10%	-14%	4%	-5%
18	O=c1ccn([C@@H]2O[C@H](CNCc3cccc4c3sc3ccccc34)[C@@H](O)[C@H]2O)c(=O)[nH]1	1%	nt	nt	nt
19	Cc1cc(C)c2sc(NC(=O)CN3C(=O)CCC3=O)nc2c1	1%	3%	11%	-6%
20	CC(=O)Nc1ccc(N(C(=O)CNC(=O)c2ccco2)C(C(=O)NCc2ccco2)c2ccccc2F)cc1 (configuration not stated)	-7%	59%	3%	24%
21	O=S1(=O)CC(N2CCC(Cc3ccccc3)CC2)CN1Cc1ccccc1 (configuration not stated)	-1%	nt	nt	nt
22	CN1c2ccccc2C(O)=C(C(=S)Nc2ccccc2)S1(=O)=O	-5%	-26%	0%	11%
23	CC1CC(C)CN(S(=O)(=O)c2ccc(C(=O)N3CCOCC3)cc2)C1 (configuration not stated)	-5%	12%	-6%	-6%
24	CCOC(=O)C1CCCN(c2c(NCCN(CC)c3ccccc3)c(=O)c2=O)C1 (configuration not stated)	-2%	22µM*	0%	1%

cpd	HCMV inh	AMA1-RON2 inh	AmpC inh detg
17	-27	-9%	0%
18	2	9%	nt
19	-40	-2%	4%
20	16	-4%	-4%
21	3	-12%	nt
22	-8	6%	-9%
23	-28	-1%	-2%
24	18	-3%	3%

# (next part)
cpd	Molecule	Tb PYK inh	AmpC no deterg	LmPK inhibitor	HCV inh
25	Cc1ccc(Nc2ncccc2C(=O)O)cc1C	0%&-6%	-27%	3%	15%
26	CN(Cc1ccccc1)S(=O)(=O)c1ccc(NC(=O)C2CCCCC2C(=O)O)cc1 (configuration not stated)	-3%	0%	nt	31%[activator]
27	CCN(CC)CCNc1nc2cc(OC)c(OC)cc2c2nc(-c3ccccc3)nn12	-1%	-1%	-2%	-3%
28	COc1cc(C(=O)NCC(c2ccco2)N2CCCC2)ccc1OCc1ccccc1 (configuration not stated)	-4%	33%	nt	?
29	O=c1c2ccccc2c(C=Nc2cccc(S(=O)(=O)NC3=NCCCCC3)c2)c(O)n1Cc1ccccc1	0%	-14%	5%	-23%
30	C=CCC[C@H](Cc1ccc(F)cc1)C(=O)OC[C@@H]1CCCN1C(=O)[C@@H](CC=C)CC(=O)NCCO	-3%	267%[activator]	nt	19%
31	COc1ccccc1Nc1nc2ccc(Cl)cc2nc1-n1nc(C)cc1C	1%	nt	nt	nt
32	Cc1cc(=O)oc2cc(NC(=O)c3c(Cl)cnn3C)ccc12	13%	-4%	-7%	-10%

cpd	HCMV inh	AMA1-RON2 inh	AmpC inh detg
25	94	3%	-5%
26	24	6%[11.6 µM]	nt
27	-13	-2%	-8%
28	-5	-2%	-1%
29	-27	-12%	2%
30	7	-2%	nt
31	27	nt	9%
32	7	0%	-7%

# (list continues)
cpd	Molecule	Tb PYK inh	AmpC no deterg	LmPK inhibitor	HCV inh
33	Cc1cccc(NC(=S)Nc2ccc(N3CCOCC3)cc2)c1C	35%	-26%	6%	12%
34	CCOC(=O)c1c(NC(=O)C2CCN(S(=O)(=O)c3cccs3)CC2)sc(C)c1C	-3%	-22%	-2%	-6%&-13%
35	Cc1cc(/C=N/NC(=O)C(O)(c2ccccc2)c2ccccc2)c(C)n1-c1cccc(C(=O)O)c1	-16%	-18%	4%	6%
36	O=C(CSc1ncc2c(n1)-c1ccc(Cl)cc1N(Cc1ccccc1)S2(=O)=O)Nc1ccccc1C(F)(F)F	-3%	nt	nt	nt
37	COc1ccc(NC(=O)C2(S(=O)(=O)c3ccc(C)cc3)CC2)cc1	0%	-1%	2%	-16%
38	O=C(NC1CCCN(Cc2ccccc2F)C1)c1cccs1 (configuration not stated)	-1%	-11%	-10%	10%
39	CN(c1ccccc1C(=O)NCC1CCCO1)S(C)(=O)=O (configuration not stated)	4%	0.16µM*	0%	7%
40	COc1ccc(C(=O)N/N=C/c2ccc(OC)c(COc3ccc(F)cc3)c2)cc1	-9%	-4%	-2%	-21%

cpd	HCMV inh	AMA1-RON2 inh	AmpC inh detg
33	-3	12%	-3%
34	23	5%	-21%
35	16	50%[activator]	5%
36	8	nt	7%
37	23	0%	-9%
38	?	-12%	-4%
39	12	-4%	1%
40	51	-5%	3%

# Shown with two lines to a compound: four of the compounds above.
# Screens in order – Tb PYK inh	AmpC no deterg	LmPK inhibitor	HCV inh	HCMV inh	AMA1-RON2 inh	AmpC inh detg
36	O=C(CSc1ncc2c(n1)-c1ccc(Cl)cc1N(Cc1ccccc1)S2(=O)=O)Nc1ccccc1C(F)(F)F
  -3%	nt	nt	nt	8	nt	7%
37	COc1ccc(NC(=O)C2(S(=O)(=O)c3ccc(C)cc3)CC2)cc1
  0%	-1%	2%	-16%	23	0%	-9%
38	O=C(NC1CCCN(Cc2ccccc2F)C1)c1cccs1 (configuration not stated)
  -1%	-11%	-10%	10%	?	-12%	-4%
39	CN(c1ccccc1C(=O)NCC1CCCO1)S(C)(=O)=O (configuration not stated)
  4%	0.16µM*	0%	7%	12	-4%	1%

# Continuation:
cpd	Molecule	Tb PYK inh	AmpC no deterg	LmPK inhibitor	HCV inh
41	COCCCNC(=O)c1ccc(Cn2c(=O)c3cccn3c3cccnc32)cc1	-7%	nt	nt	nt
42	COc1ccc(CCn2c(O)c(/C=N/N3CCOCC3)c(=O)[nH]c2=O)cc1OC	-21%	3%	4%	7%
43	CCCOc1ccc(C(=O)CCN2CCN(C(=O)OCC)CC2)cc1	-17%	67%[activator]	-3%	10%
44	COc1ccc(NC(=O)Cn2nnc(-c3ccccc3NC(=O)c3ccco3)n2)cc1	-7%	-14%	13%	?
45	COc1cccc(CNc2cc(C)ccn2)c1O	-10%	-9%	-6%	-8%
46	O=C(Nc1cc([N+](=O)[O-])ccc1O)c1cccc(C(=O)Nc2cc([N+](=O)[O-])ccc2O)c1	-3%	-24%	-4%	-4%
47	O=C1NC(=O)C(=Cc2ccc(Oc3ccc([N+](=O)[O-])cc3)cc2)C(=O)N1	?	-27%	-1%	-3%
48	CCc1c(C)nc(N2CCN(c3cccc(OC)c3)CC2)[nH]c1=O	9%	-10%	-2%	-15%

cpd	HCMV inh	AMA1-RON2 inh	AmpC inh detg
41	8	nt	-3%
42	0	5%	-3%
43	-19	-4%	?
44	-23	1%	-6%
45	18	-9%	-3%
46	21	0%	?
47	nt	-19%	4%
48	-25	-15%	-7%

# The list goes on.
cpd	Molecule	Tb PYK inh	AmpC no deterg	LmPK inhibitor	HCV inh
49	COc1ccccc1C(=O)NC(CCSC)C(=O)NCC(c1cccs1)N(C)C (configuration not stated)	2%	15%	nt	-6%
50	O=C(NC1CC1)C1CCN(Cc2cnn(-c3ccccc3)c2-n2cccc2)CC1	nt	149%[activator]	11%	19%
51	CNC(=O)N1c2ccccc2CCc2ccccc21	2%	-8%	-1%	11%
52	CCCCn1c(N)c(N(CC(C)C)C(=O)c2ccc3c(c2)NC(=O)C(C)S3)c(=O)[nH]c1=O (configuration not stated)	2%	-26%	2%	3%
53	Cc1cc(C)cc(OCc2nc(-c3cccnc3)no2)c1	4%	32%	1%	-4%
54	O=C(NCN1C(=O)C2C3C=CC(C3)C2C1=O)Nc1ccccn1 (configuration not stated)	-12%	-11%	-1%	18%
55	O=C(CSc1cn(CC(=O)N2CCCCCC2)c2ccccc12)Nc1ccccc1F	-12%	nt	nt	nt
56	O=C(c1ccc(NC2=NC3CS(=O)(=O)CC3S2)cc1)N1CCN(c2ccccc2F)CC1 (configuration not stated)	-8%	8%	-2%	14%

cpd	HCMV inh	AMA1-RON2 inh	AmpC inh detg
49	7	-3%	1%
50	-25	-8%	-13%
51	-11	-2%	-15%
52	-24	5%	-5%
53	4	14%	0%
54	-10	0%	-1%
55	-38	nt	-6%
56	4	-1%	-2%
